Source: PubChem
Mtb RmlCD inh – blocks M. tuberculosis RmlC and RmlD coupled enzymes. P9WH09+P9WH11. RmlC+RmlD coupled enzyme assay, percent inhibition; primary screen in compound mixtures. inhibition, % at 3.6 µM. 0.03% of 160,000 active. AID 1533; in the data active = inhibition mostly above about 34%, no sharp cut-off; inconclusive = no clear call, values can overlap the other calls; inactive = mostly below about 22%; also: some results filed as inactive read as strong as hits
Target sequence (P9WH09 whole entry, looked up): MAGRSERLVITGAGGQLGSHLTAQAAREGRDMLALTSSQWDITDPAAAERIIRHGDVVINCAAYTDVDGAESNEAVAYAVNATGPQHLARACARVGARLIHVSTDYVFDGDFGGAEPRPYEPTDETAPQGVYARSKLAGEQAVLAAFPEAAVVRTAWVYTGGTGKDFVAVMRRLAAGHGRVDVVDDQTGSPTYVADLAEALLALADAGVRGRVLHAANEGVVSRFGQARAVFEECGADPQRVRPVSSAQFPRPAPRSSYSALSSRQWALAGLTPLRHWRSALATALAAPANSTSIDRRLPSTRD
Target sequence (P9WH11 whole entry, looked up): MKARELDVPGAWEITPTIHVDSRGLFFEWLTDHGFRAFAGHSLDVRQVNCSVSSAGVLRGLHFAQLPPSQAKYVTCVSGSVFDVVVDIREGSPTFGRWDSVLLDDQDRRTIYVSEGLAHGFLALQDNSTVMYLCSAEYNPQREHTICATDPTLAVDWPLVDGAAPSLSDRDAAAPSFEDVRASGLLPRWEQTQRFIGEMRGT
GlmU inhibition – inhibition of mycobacterial GlmU enzyme – biochemical, glucosamine-1-phosphate acetyltransferase (AID 1376); inhibition, %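 (tested at 30 µM in the primary screen)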, or IC50 in µM where a hit was titrated; 0.25% of 220,000 active; M. tuberculosis GlmU acetyltransferase enzyme assay; higher % means a stronger effect; in the data active = inhibition above about 13%; inconclusive = no clear call, values can overlap the other calls;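 also: 0% = complete reaction with vehicle and 100% = reaction without substrate; strong numbers were not always called active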
Starred values were filed as active, the others as inactive; ? = inconclusive; . = not tested or not shown. This is a subset (hit frequency here may not be typical).

A first look, 3 compounds:
SMILES	Mtb RmlCD inh	GlmU inhibition
CCCc1nn(C)c2c(=O)[nH]c(-c3cc(S(=O)(=O)Nc4ccc(NC(C)=O)cc4)ccc3OCC)nc12	.	-2.4%
COc1ccccc1/C=C/C(=O)N1CCCC1	5	4.1%
Cc1[nH]n(-c2ccccc2)c(=O)c1C=Nc1cccc(F)c1	-8	2.3%

Results, previewed entries included:
SMILES	Mtb RmlCD inh	GlmU inhibition
CCCc1nn(C)c2c(=O)[nH]c(-c3cc(S(=O)(=O)Nc4ccc(NC(C)=O)cc4)ccc3OCC)nc12	.	-2.4%
COc1ccccc1/C=C/C(=O)N1CCCC1	5	4.1%
Cc1[nH]n(-c2ccccc2)c(=O)c1C=Nc1cccc(F)c1	-8	2.3%
Nc1cc2c(cc1O)CCCC2	.	5.2%
COc1ccccc1N1CCN(S(C)(=O)=O)CC1	13	-5.5%
O=C(COC(=O)/C=C/c1cccc(Cl)c1)NCCc1ccccc1	0	-2.8%
CC(=O)Nc1ccc(S(=O)(=O)Oc2ccc(/C=C3\SC(N)=NC3=O)cc2)cc1	4	-1.4%
CCN(CC)c1ccc(/C=C/C(=O)c2cccnc2)cc1	-2	5.4%
COc1cc(OC)cc(C(=O)N[C@H](C(=O)OCC(=O)NC(=O)c2cccn2C)C(C)C)c1	-11	-5.9%
Cc1c(Cc2ccc3c(c2)OCO3)sc(NC(=O)C2CC2)c1C(N)=O	9	1.6%
Cc1ccc(/C=C/C(=O)O)cc1S(=O)(=O)NCCO	7	1.0%
O=C(NCN1C(=O)C2C3C=CC(C3)C2C1=O)Nc1cccnc1 (stereo unspecified)	7	2.4%
Cc1noc(C)c1C1(O)CCCCCCCCCCC1	7	-0.5%
O=C(NCCN1CCOCC1)NC1(C(F)(F)F)Oc2ccc(Cl)cc2O1 (stereo unspecified)	.	7.7%
Cn1/c(=N/N=C/c2ccc([N+](=O)[O-])cc2)sc2ccccc21	.	2.8%
CCN(C(=O)c1c(N)cnn1C)c1ccccc1	8	-2.3%
CC(=O)C1=C(O)C(=O)N(c2nccs2)C1c1ccc(F)cc1 (stereo unspecified)	.	1.4%
CC1CCN(C(=O)CSc2ccc(-c3ccc(F)cc3)nn2)CC1	8	.
CCOC(=O)C1=C(C)NC(C)=C(C(=O)OCC)C1c1ccc(OC)cc1	-2	1.4%
O=C(CNCc1ccccn1)N1CCc2ccccc2C1	.	3.6%
CC(C(=O)NCC1(c2ccccc2)CCCC1)N1CCOCC1 (stereo unspecified)	.	1.4%
c1ccc2c(c1)Nc1nccnc1S2	5	6.3%
COc1cccc(-c2nc(=S)c3c(n2Cc2ccco2)CCCC3)c1	-7	6.4%
Cc1ccc(-c2nnc(CSc3nc(C)nc4sc(C)c(C)c34)o2)cc1	.	2.6%
O=S(=O)(c1ccc(Cl)c(C(F)(F)F)c1)N1CCN(CC(O)COCC2CCCO2)CC1 (stereo unspecified)	-5	4.6%

Following part
SMILES	Mtb RmlCD inh	GlmU inhibition
CCOC(=O)c1cccc(NC(=O)C2CCC(CNc3c(N4CCOCC4)c(=O)c3=O)CC2)c1 (stereo unspecified)	11	1.1%
CCO[C@@H]1OC(C(=O)NCc2nc3ccccc3[nH]2)=C[C@H](c2cn(C(C)=O)c3ccccc23)[C@H]1CCCO	.	2.0%
CC(=O)C1=C(C)NC(SCC(=O)c2ccc(Cl)cc2Cl)=C(C#N)C1c1ccco1 (stereo unspecified)	7	3.1%
CC(=O)Nc1ccc(S(=O)(=O)Nc2nnc(C(C)(C)C)s2)cc1	-10	3.4%
CS(=O)(=O)c1ccc(Cl)c(NC(=O)Cc2c(F)cccc2Cl)c1	.	8.2%
CN(C)CCCNS(=O)(=O)c1cc(Cl)c(Cl)cc1Cl	-11	-2.7%
CN(C)CCCSc1nc2ccccc2s1	-6	-8.1%
Cc1ccc(CN(Cc2ccco2)C(=S)NCC(=O)O)cc1	38	-1.3%
Cc1noc(C)c1S(=O)(=O)N(CC(=O)N1CCCCCC1)c1ccc(C(C)C)cc1	9	-6.0%
CC1=C(C(=O)OCc2ccccc2)C(c2ccc(Br)cc2)NC(=O)N1CCCCCC(=O)O (stereo unspecified)	.	-2.3%
COC(=O)c1ccccc1S(=O)(=O)N1CCC(C(=O)OCC(=O)NCC(F)(F)F)CC1	-16	-0.2%
CC(C(=O)NCC1CCCO1)c1ccc([N+](=O)[O-])cc1 (stereo unspecified)	.	-5.7%
CCOc1ccc(C(=O)N[C@H](C(=O)Nc2cccc(S(=O)(=O)N3CCCCC3)c2)C(C)C)cc1	15	-6.4%
O=C(C(F)C(F)(F)F)N1CCN(c2ccccc2)CC1 (stereo unspecified)	10	3.7%
COc1ccccc1CNC(=O)CSc1cc(=O)n(C)c2ccccc12	-11	0.2%
Cc1ccccc1N1CCN(C2=NC(=O)/C(=C\c3cccs3)S2)CC1	-6	-6.9%
O=C(CCSCc1ccc(Cl)cc1)NC1CCCC1	.	-0.3%
COC(CNC(=O)c1ccc(N2CCCC2=O)cc1)OC	-6	-3.6%
COC(=O)CSc1nnc(CNc2ccc(Cl)cc2)n1Cc1ccccc1	.	-3.8%
CCOC(=O)c1sc(/N=C/c2c(O)ccc3ccccc23)cc1C	-6	-5.2%
O=C(NNC(=S)NC(=O)c1ccccc1[N+](=O)[O-])c1ccc(Cl)cc1Cl	.	4.2%
O=C(NNc1c(Cl)cc(Cl)cc1Cl)c1cccc([N+](=O)[O-])c1	-1	-2.7%
CCN(CC)CCCNC(=O)CSc1nc2c(c(C(F)(F)F)n1)CCc1ccccc1-2	3	-4.0%
COC(=O)c1ccc(CSc2ccc3nnc(-c4ccc(OC)cc4)n3n2)o1	5	-2.0%
COc1ccc([N+](=O)[O-])cc1NCc1ccco1	.	-3.5%

Continued:
SMILES	Mtb RmlCD inh	GlmU inhibition
COCCn1nnnc1C(c1cc2ccc(OC)cc2[nH]c1=O)N1CCN(C2CCCCC2)CC1 (stereo unspecified)	1	3.2%
Cc1ccc(S(=O)(=O)N(CC(=O)N=Nc2c(O)[nH]c3ccccc23)c2ccc(C)c(C)c2)cc1	.	-4.2%
CC(C)NC(=O)C1CCN(C2CCN(Cc3nc(C(C)C)cs3)CC2)CC1	.	-0.4%
COc1ccc(N2CCN(C(=O)c3cccn4c(=O)c5ccccc5nc34)CC2)cc1	-8	1.6%
O=C(NCc1ccco1)c1ccccc1F	8	1.8%
O=C(OCC(=O)N1CCOCC1)c1ccc2c(c1)OCCO2	.	4.6%
O=C(Cn1ncc2c(=O)oc3ccccc3c21)NCCN1CCN(c2ccccc2F)CC1	-6	-10%
CC(=O)C1=C(c2ccccc2)OC(N)=C(C#N)C1c1ccccc1F (stereo unspecified)	.	-3.0%
CCC(C)NC(=O)CN1C(=O)C(CC)Sc2ccccc21 (stereo unspecified)	3	-2.1%
C=CCNC(=O)CN(c1ccc(F)c(Cl)c1)S(C)(=O)=O	.	4.2%
O=C(CN1CCOCC1)N/N=C/c1ccc(-c2ccc(Br)cc2)o1	5	6.4%
Cc1ccc(-c2cc(C(F)F)n3ncc(C(=O)N4CCC5(CC4)OCCO5)c3n2)cc1	9	3.8%
COC(=O)CNc1nc(Cl)nc(Nc2ccc(Cl)cc2)n1	2	7.8%
Cc1cc(C(F)(F)F)nn1Cc1n[nH]c(=S)n1-c1cccc(Cl)c1	7	2.1%
O=C(Cc1nc2ccccc2[nH]1)c1ccc(Br)cc1	-9	-2.8%
COc1cc(/C=C2/NC(=O)N(CC(=O)Nc3cccc(C)c3)C2=O)ccc1OCC(N)=O	4	-3.9%
CCOc1cc(C=C2C(=O)NC(=O)NC2=O)cc([N+](=O)[O-])c1O	-17	1.4%
O=[N+]([O-])c1ccc(O)c(/C=N/Nc2ccccc2Cl)c1	-7	-1.6%
Cn1c(=O)c2nc(NCc3ccccc3)cnc2n(C)c1=O	6	.
COc1ccccc1N1C(=S)NC2CS(=O)(=O)CC21 (stereo unspecified)	7	-0.5%
CC1CCN(c2nc(NCc3ccco3)nc(N)c2[N+](=O)[O-])CC1	6	3.8%
CC1=NCCN1CCNC(=O)Nc1cc(C)cc(C)c1	7	6.8%
Cc1ccc(C)c(NC(=O)Cc2coc3cc4c(cc23)CCC4)c1	.	0.4%
CC1(C(=O)NCc2ccc(Cl)c(Cl)c2)Oc2ccccc2NC1=O (stereo unspecified)	-6	-3.7%
CCOC(=O)c1nn(-c2ccc(F)cc2)c2c1CC/C2=C/c1ccccc1	-8	-6.0%

Quoted at random: 6 compounds from above
SMILES	Mtb RmlCD inh	GlmU inhibition
COc1ccc(N2CCN(C(=O)c3cccn4c(=O)c5ccccc5nc34)CC2)cc1	-8	1.6%
O=C(NNC(=S)NC(=O)c1ccccc1[N+](=O)[O-])c1ccc(Cl)cc1Cl	.	4.2%
CCOc1cc(C=C2C(=O)NC(=O)NC2=O)cc([N+](=O)[O-])c1O	-17	1.4%
Cn1c(=O)c2nc(NCc3ccccc3)cnc2n(C)c1=O	6	.
Cc1ccc(-c2cc(C(F)F)n3ncc(C(=O)N4CCC5(CC4)OCCO5)c3n2)cc1	9	3.8%
Cc1ccc(/C=C/C(=O)O)cc1S(=O)(=O)NCCO	7	1.0%

Additional compounds follow:
SMILES	Mtb RmlCD inh	GlmU inhibition
CC(C)N1CCN(Cc2cccc(-c3ccco3)c2)CC1CCO (stereo unspecified)	.	5.9%
CCC(=O)N(Cc1ccco1)c1nc(C(=O)Nc2ccc(Cl)cc2)c(C)s1	.	-0.1%
COC(=O)COc1cccc(/C=N/NC(=O)CCSc2ccccc2)c1	13	4.5%
O=C(O)CSc1nnc(-c2ccncc2)n1-c1ccc(Cl)cc1	.	0.9%
O=C(CSc1nnc(Cn2c(=O)sc3ccccc32)n1-c1ccccc1)Nc1nccs1	36	0.0%
O=C(Nc1cc(S(=O)(=O)N2CCCC2)ccc1OCC(F)(F)F)c1ccc(F)cc1	12	-2.1%
COc1ccccc1NC(=O)N1CCN(C)CC1	-9	-5.1%
CCn1c(=O)n(CC)c2cc([N+](=O)[O-])ccc21	6	8.6%
Cc1c(C(=O)NCCCN2CCCC2=O)oc2ccccc12	.	-1.3%
CCc1ccc(N(CC(=O)Nc2sc3c(c2C(=O)OC)CCCC3)S(C)(=O)=O)cc1	-11	-1.6%
c1ccc2[nH]c(CN3CCCCC3)nc2c1	2	-0.7%
Cc1ccc(NC(=O)C(Nc2ccccc2)c2ccccc2)cc1 (stereo unspecified)	6	-3.4%
CCc1ccc(OCC2c3cc(OC)c(OC)cc3CCN2C(=S)NCCOC)cc1 (stereo unspecified)	-9	-0.5%
O=C(O)c1cccc2c1NC(c1cccc([N+](=O)[O-])c1)C1CC(Sc3ccccc3[N+](=O)[O-])C(Cl)C21 (stereo unspecified)	-18	7.9%
S=c1[nH]nc(COc2ccc(Cl)cc2)n1Cc1ccco1	12	-1.4%
COc1ccc(CSc2nncn2N)cc1Br	.	-3.5%
CCOC(=O)C1CCN(C(=O)CCNC(=O)Cn2ccc3ccccc3c2=O)CC1	-11	0.3%
NC(=O)c1cccnc1Nc1cccc(F)c1	5	-5.1%
COc1ccc(-c2nc(CSCC(=O)N3CCN(C(=O)c4ccco4)CC3)c(C)o2)cc1OC	9	-2.0%
COc1cc(-c2ccc(NC(=O)CN3CCC(C)CC3)c(OC)c2)ccc1NC(=O)CN1CCC(C)CC1	5	.
COc1ccc(/C=C/C(=O)NC(=S)NNC(=O)c2cccs2)cc1OC	.	-4.9%
COC(=O)CNC(=O)c1cn(CC(C)C)c(=O)c2cc(OC)c(OC)cc12	.	2.5%
CCCC[C@@H]1CN=C(N)N1CC(C)(C)C	.	0.1%
COc1cccc(C(=O)Oc2cccc(N3C(=O)C4C5CC(C(Br)C5Br)C4C3=O)c2)c1 (stereo unspecified)	12	0.8%
O=C(CN(C1CCCCC1)S(=O)(=O)c1ccc(Br)cc1)NCc1ccncc1	17	-1.9%

3 successive records out of the list so far, quoted:
SMILES	Mtb RmlCD inh	GlmU inhibition
CC(C)N1CCN(Cc2cccc(-c3ccco3)c2)CC1CCO (stereo unspecified)	.	5.9%
CCC(=O)N(Cc1ccco1)c1nc(C(=O)Nc2ccc(Cl)cc2)c(C)s1	.	-0.1%
COC(=O)COc1cccc(/C=N/NC(=O)CCSc2ccccc2)c1	13	4.5%

New compounds follow.
SMILES	Mtb RmlCD inh	GlmU inhibition
Cc1cc(NCCCN2CCOCC2)n2ncc(-c3ccc(Cl)cc3)c2n1	7	-3.3%
OCCCc1nc2n(n1)C(c1ccccc1Cl)C=C(c1cccs1)N2 (stereo unspecified)	-4	0.0%
CCN1CCN(Cc2nc3c(c(=O)n(C)c(=O)n3C)n2Cc2ccccc2Cl)CC1	13	0.1%
CC1CCN(C(=O)CSc2nnc(CNC(=O)COc3ccc(Cl)cc3)o2)CC1	5	-3.3%
CCOC(=O)c1cc2nc(Nc3ccc(OC)cc3)sc2s1	?	-1.0%
Cc1ccc2c(c1)NC(=O)C(CC(=O)NCCCN1CCN(c3cc(C)ccc3C)CC1)O2 (stereo unspecified)	.	5.0%
Cn1cnnc1SCC(=O)Nc1ccccc1C(=O)NC1CC1	1	-1.4%
COC(=O)c1c(-c2c(Cl)cccc2Cl)noc1NC(=O)NN1CCOCC1	-6	-1.6%
O=C(COC(=O)/C=C/c1ccc(Cl)cc1)NCCC1=CCCCC1	-11	0.8%
N#C/C(=C\c1ccccc1)C(=O)Nc1cccnc1	5	-2.9%
CCCCn1c(O)c(C(C)=NCCCN(CC)CC)c(=O)[nH]c1=O	-5	-4.4%
CC(C)N(Cc1nccn1C)C(=O)c1ccc(OC2CCN(C(=O)C3CC3)CC2)cc1	-7	2.5%
NC(=O)CN(c1ccc([N+](=O)[O-])cc1)S(=O)(=O)c1ccccc1	-8	3.4%
CCCCN1C(=O)/C(=C/c2ccc(N3CCCCCC3)cc2)C(=O)NC1=S	-8	6.0%
C=CCN(c1cccc(C(F)(F)F)c1)S(=O)(=O)c1cccc(C(=O)OCC(=O)NCCC)c1	-8	5.9%
C=CCn1c(SCC(=O)C23CC4CC(CC(C4)C2)C3)nc(O)cc1=O	-7	1.5%
Cn1c(N)c(C(=O)Nc2ccccc2F)sc1=S	6	-1.8%
